# From PubChem
# Hsp90 inh – tumor Hsp90 inhibitors, primary screen, cell lysate, fluorescence polarization, NCI-N417 lysate; Cy3B-geldanamycin FP displacement; 64,000 tested, 0.35% active; Heat shock protein HSP 90-alpha (Homo sapiens), P07900; inhibition, % at 30 µM;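 active = inhibition above 50%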;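 note: 0% = tracer plus lysate wells and 100% = tracer alone without lysate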
# DUSP1 inh – MKP-1 phosphatase inhibitors, primary screen, biochemical, in vitro. recombinant MKP-1, OMFP hydrolysis fluorescence. inhibition, %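 (compounds tested at a single concentration somewhere between 10 and 100 µM)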. 65,000 tested, 0.15% active. AID 374, 2006;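 active = inhibition above about 50%, limit read from the data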;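 note: 0% = DMSO max control wells and 100% = wells with enzyme stopped by NaOH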
# C1s inh – complement C1s protease inhibitors, primary screen, biochemical, 10-compound mixtures. 62,000 tested, 0.16% active. mean inhibition % of two 10-compound mixtures (hits give high values), % at 5 µM (by protocol). AID 538, 2006. purified C1s, fluorogenic AMC substrate, pooled mixtures. Complement C1s subcomponent (Homo sapiens), P09871;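 active = inhibition above 20% in each of the two 10-compound mixture wells holding the compound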;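 note: 0% = enzyme wells lacking compound mixture and 100% = no-enzyme blank wells; some compounds called inactive have numbers as strong as hits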
# 5HT1a ag – human 5-HT1a receptor agonists, primary screen, cell-based, CHO, Ga15 NFAT-bla reporter | activation, % at 10 µM | 5-hydroxytryptamine receptor 1A (Homo sapiens), P08908 | AID 567, 2006 | CHO 5-HT1a Ga15 NFAT-bla reporter, FRET ratio; 0% basal, 100% maximal reference agonist | 65,000 tested, 0.56% active;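 active = activation above the screen-wide mean activation plus 3 SD, cut at about 19% in these data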;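 note: 0% = DMSO wells and 100% = 5-CT at EC100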
# CatL block – inhibitors of human cathepsin L, biochemical. inhibition, %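 (tested at 10 µM)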. purified cathepsin L, fluorogenic substrate, fluorescence. Procathepsin L (Homo sapiens), P07711. 58,000 tested, 0.17% active. AID 460, 2006; in the data active = inhibition above about 45%;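 note: 0% = enzyme with no compound and 100% = no enzyme blank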
# FXIa mix inh – FXIa protease inhibitors in compound pools, primary screen, biochemical, 10-compound mixtures. AID 680, 2007. purified FXIa, fluorogenic substrate, pooled mixtures. inhibition, % at 5 µM. 62,000 tested, 0.19% active. Coagulation factor XI (Homo sapiens), P03951;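 note: each value is inhibition by a whole ten-compound pool holding the compound; 0% = enzyme with no mixture and 100% = wells lacking enzyme; strong numbers were not always called active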
# Target sequence (P03951 19-387 limits assumed): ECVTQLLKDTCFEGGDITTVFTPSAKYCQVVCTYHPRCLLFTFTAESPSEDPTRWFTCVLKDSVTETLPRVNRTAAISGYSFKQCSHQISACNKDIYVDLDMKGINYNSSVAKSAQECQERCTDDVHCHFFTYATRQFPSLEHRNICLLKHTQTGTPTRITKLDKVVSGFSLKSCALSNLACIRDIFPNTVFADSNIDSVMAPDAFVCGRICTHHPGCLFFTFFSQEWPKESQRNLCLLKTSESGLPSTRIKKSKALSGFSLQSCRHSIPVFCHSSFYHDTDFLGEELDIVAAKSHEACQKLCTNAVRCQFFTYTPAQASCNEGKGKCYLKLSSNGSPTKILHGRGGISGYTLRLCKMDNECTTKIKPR
# Target sequence (P03951 388-625 limits assumed): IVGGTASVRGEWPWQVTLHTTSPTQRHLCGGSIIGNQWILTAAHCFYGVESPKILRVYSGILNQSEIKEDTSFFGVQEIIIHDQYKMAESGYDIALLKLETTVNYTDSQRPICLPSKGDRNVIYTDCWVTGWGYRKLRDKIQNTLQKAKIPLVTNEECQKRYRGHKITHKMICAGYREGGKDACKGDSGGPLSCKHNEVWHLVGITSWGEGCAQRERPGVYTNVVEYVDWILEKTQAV
# Cathepsin G inh – human cathepsin G inhibitors, primary screen, biochemical, pooled compound mixtures, AMC fluorescence. 62,000 tested, 0.2% active. inhibition, % at 5 µM (by protocol). P08311. purified enzyme, AMC-tetrapeptide fluorescence;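 active = inhibition above 20% in each of the two mixture wells holding the compound; inactive = inhibition of 20% or less in either well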;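 note: 0% = enzyme control without mixture and 100% = blank lacking enzyme; strong numbers were not always called active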
# Target sequence (P08311 21-244 limits assumed): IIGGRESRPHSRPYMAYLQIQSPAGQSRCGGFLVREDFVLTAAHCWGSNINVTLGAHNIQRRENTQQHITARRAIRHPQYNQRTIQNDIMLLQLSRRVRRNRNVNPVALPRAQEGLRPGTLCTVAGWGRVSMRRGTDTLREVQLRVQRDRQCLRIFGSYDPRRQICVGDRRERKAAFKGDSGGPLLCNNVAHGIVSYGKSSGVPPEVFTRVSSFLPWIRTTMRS
# Cdc25B block – inhibitors of Cdc25B phosphatase catalytic domain, primary screen, biochemical, OMFP fluorescence. AID 368, 2006. 65,000 tested, 0.1% active. inhibition, %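 (compounds tested at 10 µM final in the well)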. recombinant Cdc25B, OMFP fluorescence Ex485/Em525. M-phase inducer phosphatase 2 (Homo sapiens), P30305; in the data active = inhibition above about 50%
# FXIIa mix inh – human factor XIIa inhibitors, primary screen, biochemical, pooled compound mixtures, fluorogenic substrate; purified FXIIa; Coagulation factor XII (Homo sapiens), P00748; 62,000 tested, 0.2% active; inhibition, % at 5 µM;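 note: 0% = enzyme without compound and 100% = no enzyme blank; some results filed as inactive read as strong as hits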
# * = called active by the depositor; x = no result given. Cut-off read from the data, not from the text of the source, unless noted: active = inhibition above about 20% (passing the limit was not always enough); inactive = the rest. Hits appear at their usual frequency; about 1.6% have a hit in one of these screens.
entry	SMILES	Hsp90 inh	DUSP1 inh	C1s inh	5HT1a ag	CatL block	FXIa mix inh	Cathepsin G inh	Cdc25B block	FXIIa mix inh
1	CC(=O)Nc1ccccc1C(=O)N1CC2(C)CC1CC(C)(C)C2 (configuration not stated)	8	6	1	-1.4	3	1	-2	-1	3
2	CC(C)OC(=O)CSc1nnnn1-c1ccc2c(c1)OCCO2	1	-17	5	-1.8	0	11	6	-5	1
3	Cc1cc(C)n(-c2nc3ccccc3nc2Nc2ccc3c(c2)OCO3)n1	1	-18	-36	-0.1	x	5	-12	-10	-1
4	O=C(CCNS(=O)(=O)c1cccs1)N1CCCCCC1	-3	6	4	-1.0	3	7	7	-20	-16
5	O=C(O)CNCC1COc2ccccc2O1 (configuration not stated)	-3	-1	3	-1.2	-22	10	6	4	2
6	COc1ccc(Br)cc1C(=O)Nc1cccc(NC(=O)c2ccco2)c1	-6	4	4	-0.6	16	0	10	-9	5
7	CC(=O)c1cccc(NC(=O)CN(c2ccc(F)cc2)S(C)(=O)=O)c1	-6	5	35	-0.6	4	4	7	-11	7
8	Cc1ccc(-c2nc3s/c(=C\c4ccco4)c(=O)n3n2)cc1	-12	31	-71	-1.6	4	-15	0	3	-22
9	O=C(Nc1ccccc1)N(Cc1ccc2c(c1)OCO2)Cc1nc2ccccc2c(=O)[nH]1	-1	10	13	0.8	7	9	10	-15	1
10	CCCn1c(N2CCN(CC(=O)NCc3cccs3)CC2)nc2ccccc21	-1	-7	0	-6.6	6	11	5	-7	8
11	O/N=C1\CCCCc2ccccc21	-4	-17	18	-0.6	-4	7	13	-12	0
12	CCSc1nc2c(c(=O)[nH]1)C(c1ccccn1)C1=C(CC(C)(C)CC1=O)N2 (configuration not stated)	x	6	-7	-1.9	-15	-2	4	-3	15
13	CCC(=O)N1CCc2cc(S(=O)(=O)N(CC)c3cccc(C)c3)ccc21	-3	-3	1	-1.1	9	2	0	-3	-1
14	COc1ccc(-c2nnnn2CCc2ccccc2)cc1	-2	2	5	-1.6	-2	2	6	-6	-1
15	Cc1nonc1NC(=O)OCCN1CCOC1=O	2	5	-17	-5.0	23	12	-7	-1	10
16	CC1CCCCN1CCNC(=O)Cn1nc(-c2ccccc2)ccc1=O (configuration not stated)	-1	-2	-22	-2.6	-2	1	8	-5	5
17	COc1ccc(NC(=O)CN2CCCCC2)cc1	2	-3	18	-2.4	-6	12	11	9	7
18	Cn1c(=O)cc(NCCc2ccccc2)[nH]c1=O	-6	0	-6	-0.2	2	1	-7	-6	7
19	COC(=O)Cn1c2ccccc2c2nc(C)sc21	-1	-3	-20	-2.0	10	4	-5	4	-1
20	CCC(NC(=O)NCc1cccnc1)(C(F)(F)F)C(F)(F)F	-2	5	7	5.2	20	6	10	0	8
21	O=C(NC1c2ccccc2-c2ccccc21)c1ccco1	1	-20	-18	0.5	6	-2	4	-1	6
22	CC(=O)c1c(C(C)=O)c(C)n(-c2nc(-c3ccccc3)c(C)s2)c1C	x	6	0	-0.1	4	11	6	-16	2
23	CCc1ccc(NC(=O)C2CC(=O)N(C(C)C)C2)cc1 (configuration not stated)	1	7	7	-1.1	1	4	2	-17	3
24	C=C(Br)Cn1c(CCCC)nc2ccccc21	3	-14	x	0.5	1	x	x	-13	x
25	COP(C)(=O)c1c(C)nn(-c2ccccc2)c1C (configuration not stated)	0	1	7	-1.1	27	17	7	-6	1
26	COc1ccc(OC)c(NC(=O)CN2C(=O)C3(OCCCO3)c3ccccc32)c1	-6	33	-9	-1.8	-11	4	7	-1	2
27	CCC(CC)C(=O)NCCc1cc2ccc(C)c(C)c2[nH]c1=O	-1	9	1	0.4	0	8	3	5	-17
28	COc1ccc(C2=NOC(C(=O)NCCCN3CCOCC3)C2)cc1 (configuration not stated)	2	1	3	-3.3	0	8	7	-4	-3
29	COC(=O)c1nc(NC(C)=O)n[nH]1	0	-14	11	-2.9	-1	7	7	7	7
30	Cc1ccnc(NC(=O)c2c(O)c3ccccc3n(C)c2=O)c1	-1	39	-1	-2.2	1	6	10	-1	-1

# The closing six entries of the section above come first, to join the parts.
entry	SMILES	Hsp90 inh	DUSP1 inh	C1s inh	5HT1a ag	CatL block	FXIa mix inh	Cathepsin G inh	Cdc25B block	FXIIa mix inh
25	COP(C)(=O)c1c(C)nn(-c2ccccc2)c1C (configuration not stated)	0	1	7	-1.1	27	17	7	-6	1
26	COc1ccc(OC)c(NC(=O)CN2C(=O)C3(OCCCO3)c3ccccc32)c1	-6	33	-9	-1.8	-11	4	7	-1	2
27	CCC(CC)C(=O)NCCc1cc2ccc(C)c(C)c2[nH]c1=O	-1	9	1	0.4	0	8	3	5	-17
28	COc1ccc(C2=NOC(C(=O)NCCCN3CCOCC3)C2)cc1 (configuration not stated)	2	1	3	-3.3	0	8	7	-4	-3
29	COC(=O)c1nc(NC(C)=O)n[nH]1	0	-14	11	-2.9	-1	7	7	7	7
30	Cc1ccnc(NC(=O)c2c(O)c3ccccc3n(C)c2=O)c1	-1	39	-1	-2.2	1	6	10	-1	-1
31	O=c1[nH]c(SCC2CCCCO2)nc2ccccc12 (configuration not stated)	-2	4	12	0.5	4	7	8	-8	2
32	COc1cc(C2CC(=O)N3CN(Cc4ccco4)CSC3=C2C#N)ccc1OCc1ccccc1 (configuration not stated)	-1	10	1	-2.9	-4	0	6	1	21
33	O=C(Cn1c(=O)[nH]c2ccsc2c1=O)NC1CCCCCC1	-2	-6	17	0.7	-4	3	12	-16	-14
34	CC(C)n1c(C(O)c2ccccc2)nc2ccccc21 (configuration not stated)	0	9	-8	-2.5	2	15	0	-3	-12
35	CC1CCCCC1NC(=O)CSc1nnnn1-c1ccccc1 (configuration not stated)	-1	0	17	-1.5	6	5	16	-5	2
36	CCOc1ccc(/C(O)=C2/C(=O)C(=O)N(CCOCCO)C2c2ccccn2)cc1 (configuration not stated)	-2	-14	8	2.5	-3	9	0	-15	-5
37	O=C(CSc1nnc(Cc2ccccc2)o1)N1CCOCC1	-2	-19	-83	-4.0	27	9	-3	3	0
38	COc1ccc(-c2ccc(-c3noc(-c4cccs4)n3)c(OC)n2)cc1	-18	-8	-19	-0.3	-74	-8	-4	-1	-28
39	O=c1[nH]c(C(F)(F)F)nc2ccccc12	-2	3	-10	-0.7	1	5	-9	-9	-27
40	CCn1c(Cn2nnc(-c3ccccc3)n2)nnc1SCC(=O)Nc1ccccc1	-2	18	-9	-3.3	3	-3	7	-4	3
41	COc1ccc(Cn2c(O)cc(=O)[nH]c2=O)cc1	0	-23	x	1.5	10	x	x	-26	x
42	Cc1noc(C)c1CSc1nc2ccccc2[nH]1	-3	11	x	67*	x	x	x	10	x
43	COc1ccc(C(C#N)N2CCCCCC2)cc1OC (configuration not stated)	3	6	13	-2.8	1	3	8	3	4
44	COc1ccc(N2CC(C)Cn3c2nc2c3c(=O)n(CCN3CCOCC3)c(=O)n2C)cc1 (configuration not stated)	0	27	-6	-0.2	5	8	12	-8	9
45	O=S(=O)(NCc1csc(-c2cccnc2)n1)c1ccc2c(c1)OCCO2	-3	-18	-1	0.0	-4	-4	1	-10	12
46	CCC(C)NC(=O)c1c(N)n(/N=C/c2cccnc2)c2nc3ccccc3nc12 (configuration not stated)	-15	-23	-27	-2.3	-11	-1	-18	2	5
47	CCN(CC)c1ccc(NC(=O)C(C)C)cc1	-1	1	-26	-1.1	x	9	1	-11	6
48	Cc1oc2c(C)c3oc(=O)c4c(c3cc2c1C)CCCC4	-6	6	4	1.8	x	-1	4	-5	0
49	COc1ccc(C(=O)N2CCN(C(=O)CC(C)C)CC2)cc1OC	4	7	-2	-5.5	-3	5	-1	-19	7
50	Clc1ccc(CN2C3=NCCCN3c3ccccc32)cc1	0	16	3	-1.7	0	12	3	2	-17
51	CCOC(=O)c1c(C)n(CC(COC(C)=O)OC(C)=O)c2ccc(OC(C)=O)cc12 (configuration not stated)	0	14	2	4.8	x	6	1	3	-13
52	Cc1nnc(SCc2nnc(-c3ccccc3)o2)n(N)c1=O	-2	2	-4	-5.6	0	5	-2	-2	-1
53	Fc1ccc(Br)cc1C1C=C(c2cccnc2)Nc2ncnn21 (configuration not stated)	0	3	-5	-5.3	-4	0	7	-16	3
54	CN1C(=O)c2oc3ccccc3c(=O)c2C1c1ccccn1 (configuration not stated)	-2	-7	5	-2.6	7	8	4	-4	3
55	Cc1ccc(-c2noc(CN3C(C)CCCC3C)n2)cc1 (configuration not stated)	2	-11	3	-2.5	5	8	-2	-8	3
56	CNc1nc(N)c(C(=O)C(C)(C)C)s1	-5	-3	10	-2.8	2	8	13	-9	2
57	CCn1ccc(C(=O)Nc2ccc(N(C)C(C)=O)cc2)n1	-2	16	-6	-1.7	-5	3	-1	-8	3
58	Cn1c(SCC(=O)NC2CCCC2)nnc1-c1ccc(S(=O)(=O)N2CCOCC2)cc1	-4	-15	-7	0.1	8	0	-2	0	11
59	COCC(=O)Nc1nc(-c2ccccc2)c(C)s1	4	-9	5	-2.6	-7	40	47	0	2
60	O=C(CN(Cc1cccs1)C(=O)CNS(=O)(=O)c1ccccc1)NCc1ccco1	-5	12	-2	-1.5	3	6	2	-23	10
61	Cn1c(NCCN2CCCCC2)cc(=O)n(C)c1=O	-4	-20	x	0.1	-4	x	x	-2	x

# 3 entries out of the list, ordered by molecular weight, lowest first.
entry	SMILES	Hsp90 inh	DUSP1 inh	C1s inh	5HT1a ag	CatL block	FXIa mix inh	Cathepsin G inh	Cdc25B block	FXIIa mix inh
61	Cn1c(NCCN2CCCCC2)cc(=O)n(C)c1=O	-4	-20	x	0.1	-4	x	x	-2	x
54	CN1C(=O)c2oc3ccccc3c(=O)c2C1c1ccccn1 (configuration not stated)	-2	-7	5	-2.6	7	8	4	-4	3
51	CCOC(=O)c1c(C)n(CC(COC(C)=O)OC(C)=O)c2ccc(OC(C)=O)cc12 (configuration not stated)	0	14	2	4.8	x	6	1	3	-13

# Looked up above.
# `COc1ccc(C(=O)N2CCN(C(=O)CC(C)C)CC2)cc1OC` in Cathepsin G inh: -1
# `Cn1c(SCC(=O)NC2CCCC2)nnc1-c1ccc(S(=O)(=O)N2CCOCC2)cc1` in FXIa mix inh: 0
# `O=C(Cn1c(=O)[nH]c2ccsc2c1=O)NC1CCCCCC1` in Cathepsin G inh: 12
# `COCC(=O)Nc1nc(-c2ccccc2)c(C)s1` in Cathepsin G inh: 47

# 5HT1a ag, entries above that show a hit.
entry	Molecule	DUSP1 inh	C1s inh	5HT1a ag	CatL block	FXIa mix inh	Cathepsin G inh	Cdc25B block	FXIIa mix inh
42	Cc1noc(C)c1CSc1nc2ccccc2[nH]1	11	x	67*	x	x	x	10	x
